Screening data deposited in PubChem by Broad Institute.
RAD52 inh: blocks human RAD52 DNA annealing; P43351; recombinant RAD52 DNA annealing, FRET fluorescence; inhibition, % at 18.7 µM; 0.46% of 360,000 active; AID 651710;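 active = every replicate showing at least 50% inhibition; inconclusive = mean inhibition at least 50% but not in every replicate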
E-sel inducer: E-selectin induction on HUVECs; P16581; HUVEC E-selectin immunofluorescence imaging; normalized: neutral wells 0, TNF-alpha wells 100; activation, % at 7.58 µM; 0.37% of 260,000 active;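 active = mean E-selectin-positive cell signal at least 10% of the positive control, reached in at least 60% of replicates, without over 20% cell loss; inconclusive = no rule given, readout overlaps actives, possibly toxicity-flagged; inactive = the rest, including those meeting only one limit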;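 also: in these data hits start at about 27%; measured in HUVEC primary endothelial cells; signal is the percent of cells scored E-selectin positive by PE staining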
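assay system = HUVEC, human umbilical vein endothelial cells | input = 3,000 HUVEC seeded per well | medium = EGM-2 growth medium on 0.1% gelatin-coated wells | dosing = one compound dose added by pin transfer | signal = immunofluorescence imaging | read-out basis = % PE-positive cells | control set = TNF-alpha, DMSO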
RAD54 branch: RAD54 (human) branch migration inhibition. AID 602329. RAD54 Holliday junction branch migration, FAM/BHQ fluorescence. 0.14% of 360,000 active. inhibition, % at 10.4 µM. Q92698;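 active = mean normalized replicate activity at least 40 and at least half of replicates scoring 40 or more; inconclusive = only one of the two criteria met; inactive = mean below 40 and under half of replicates reaching 40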;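 also: 0% = median of neutral control wells and 100% = median of positive control wells; inhibitors cause a drop in the FAM fluorescence signal; in these data hits start at about 50%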
Target sequence (Q92698 whole entry, looked up): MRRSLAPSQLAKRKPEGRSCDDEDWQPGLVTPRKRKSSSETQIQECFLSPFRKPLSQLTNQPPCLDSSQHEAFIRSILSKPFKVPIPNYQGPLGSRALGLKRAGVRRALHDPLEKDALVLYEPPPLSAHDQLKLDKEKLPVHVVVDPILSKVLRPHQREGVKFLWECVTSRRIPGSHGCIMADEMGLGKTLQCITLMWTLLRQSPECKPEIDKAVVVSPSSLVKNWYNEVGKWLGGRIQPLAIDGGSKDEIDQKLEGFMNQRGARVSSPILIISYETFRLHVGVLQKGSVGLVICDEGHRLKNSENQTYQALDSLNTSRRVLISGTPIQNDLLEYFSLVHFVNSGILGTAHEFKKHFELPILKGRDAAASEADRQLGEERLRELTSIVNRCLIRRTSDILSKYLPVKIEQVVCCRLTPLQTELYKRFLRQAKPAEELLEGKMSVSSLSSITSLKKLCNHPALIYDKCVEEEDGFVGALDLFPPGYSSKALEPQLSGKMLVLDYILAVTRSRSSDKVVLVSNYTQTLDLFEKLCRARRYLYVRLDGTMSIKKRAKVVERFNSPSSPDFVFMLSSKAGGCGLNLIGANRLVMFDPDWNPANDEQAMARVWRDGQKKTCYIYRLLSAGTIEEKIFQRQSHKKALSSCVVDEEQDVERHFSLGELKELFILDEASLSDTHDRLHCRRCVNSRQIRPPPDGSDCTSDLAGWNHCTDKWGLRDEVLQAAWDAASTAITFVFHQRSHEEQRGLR
FN deposit inh: fibronectin deposition inhibition; AH1F fibroblasts, Alexa488-fibronectin deposition fluorescence, overnight; inhibition, % at 12.6 µM; 0.086% of 350,000 active; AID 743247;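 active = mean inhibition across replicates of 30% or more, regardless of how many single replicates reach that level; inconclusive = mean under 30% yet at least half of replicates reach 30%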;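 also: positive control wells lacked labelled fibronectin entirely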
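Material: AH1F fibroblast monolayer depositing Alexa488-labelled fibronectin into matrix | Input: 10000 AH1F cells/well | Medium: DMEM plus 2% serum, read in PBS | Reagent: Alexa488-fibronectin, 24 nM final in well | Compound dosing: One dose per compound, pinned | Schedule: 1 h adhesion, overnight exposure | Measured by: Fluorescence at 485 nm excitation, 525 nm emission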
esBAF inh: SWI/SNF esBAF complex inhibition; mouse ES cells, Bmi1-luciferase knock-in reporter, 24 h; 100% = twice the neutral-well signal; reporter increase, % at 12.5 µM; 2% of 350,000 active; AID 602393; in the data active = activation above about 40%; inconclusive = no clear call, values can overlap the other calls;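 also: 0% = median of the plate's neutral control wells and 100% = double that signal; a rise in the Bmi1 reporter signal indicates esBAF inhibition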
EWS-Fli block: inhibitors of EWS/Fli oncoprotein transcriptional activity; AID 651661; A673 NR0B1-luciferase reporter, viability-normalised; inhibition, % at 12.6 µM; 0.67% of 350,000 active;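 active = mean inhibition of at least 50% after viability correction, with every replicate also passing that limit; inconclusive = mean reaches 50% but only one of two replicates passes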;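 also: firefly luciferase signal divided by Alamar Blue viability fluorescence both relative to DMSO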
XiGFP reactiv: activators of X-chromosome reactivation in mouse fibroblasts; XiGFP mouse fibroblasts, % GFP-positive cells imaging, 3 d; cells co-treated with 5-aza-dC sensitizer; scaled so ellipticine positive control = 100%; activation, % at 7.58 µM; 0.055% of 360,000 active; AID 743238;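 active = mean normalized replicate activation at least 10% and every replicate at or above 10%; inconclusive = only one of the two criteria met; inactive = mean below 10% and not all replicates reach 10%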;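 also: 0% = median of on-plate neutral control wells and 100% = ellipticine 6 µM median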
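System: 68-5-11 XiGFP fibroblast line | Buffer or medium: DMEM containing 5-aza-dC | Compound: Single point | Times: Compounds 3 days, fix/stain 15 min at room temperature | Benchmarks: Positive control ellipticine, 6 µM final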
S100A4 MyoIIA: S100A4-myosin IIA interaction inhibition | 0.14% of 360,000 active | P26447 | S100A4/TAMRA-MyoIIA peptide fluorescence polarization | AID 652163 | inhibition, % at 10.7 µM;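 active = mean inhibition of at least 70% across replicates, with every replicate also reaching that level; inconclusive = mean inhibition reaches 70% but some replicates fall short; inactive = mean inhibition below 70%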
Target sequence (P26447 whole entry, looked up): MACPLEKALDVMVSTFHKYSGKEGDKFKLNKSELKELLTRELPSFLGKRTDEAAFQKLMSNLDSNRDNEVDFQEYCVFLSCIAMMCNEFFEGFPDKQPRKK
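Material: S100A4 monomer protein / Buffer or medium: 50 mM HEPES pH 7.2, 10 mM CaCl2, 100 mM KCl / Times: 5 min incubation before reading / Benchmarks: neutral control DMSO, positive control TFP / Reagent: labelled myosin peptide probe, 5 nM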
* hit, by the source's call; ? = inconclusive; nt = not tested or not shown; & = joins results of further samples.

SMILES	RAD52 inh	E-sel inducer	RAD54 branch	FN deposit inh	esBAF inh	EWS-Fli block	XiGFP reactiv	S100A4 MyoIIA
Cc1nccn1CC(=O)N/N=C/c1ccccc1O	-2.6	0.4	nt	4.4	-12.6	10.4	-0.2	4.0
CC1=C(C/C=C(\C)CCCC(C)CCCC(C)CCCC(C)C)C(=O)c2ccccc2C1=O (stereo not given)	-12.2	0.7	4.0	-5.3	4.5	-8.7	0.1	5.2
Cc1noc(C)c1S(=O)(=O)N(C)C[C@@H]1OCCCC[C@@H](C)Oc2ccc(N(C)C)cc2C(=O)N([C@@H](C)CO)C[C@@H]1C	-27.2	-0.4	0.0	-5.2	-1.7	-1.1	0.1	9.8
CCCCn1c(N)c(N(CC)C(=O)c2cc(CC)c(C)s2)c(=O)[nH]c1=O	-6.0	-0.8	nt	1.4	nt	-0.7	0.2	-5.8
CCCCN(CCCC)CCNC(=O)c1cn(CC)c2ccc(S(=O)(=O)N3CCCC3)cc2c1=O	-2.3	nt	-3.9	-14.1	-3.7	-1.5	0.0	0.6
COc1cc(/C=C/C(=O)O)cc(S(=O)(=O)N2CCc3ccccc3C2)c1OC	-7.5	nt	nt	0.3	-4.8	2.6	0.0	-2.1
Cc1ccc(OCC(=O)NNC(=O)C2CCCO2)c(C)c1 (stereo not given)	-3.9	nt	-2.1	1.4	10.4	3.1	0.0	2.4
C[C@@H]1CN([C@@H](C)CO)C(=O)Cc2cc(NS(=O)(=O)c3ccccc3)ccc2O[C@@H]1CN(C)Cc1ccc(Cl)c(Cl)c1	-15.1	1.1	1.1	nt	-4.5	8.7	-0.1	-5.7
O=C(C[C@@H]1CC[C@H](NC(=O)Nc2ccc(F)cc2)[C@H](CO)O1)NCc1cccc(F)c1	2.1	-0.5	4.1	nt	-0.1	3.6	-0.2	3.8
CC(Oc1ccc2c3c(c(=O)oc2c1)CCC3)C(=O)N[C@@H](Cc1ccccc1)C(=O)O (stereo not given in full)	1.6	nt	6.5	nt	2.0	10.2	nt	2.6
COC(=O)C(Oc1ccc2c(-c3ccc(OC)cc3)cc(=O)oc2c1)c1ccccc1 (stereo not given)	nt	4.9	-4.9	6.6	-5.8	nt	-0.1	nt
CCC(=O)Nc1ccc2c(c1)C(=O)N(C)C[C@H](OC)[C@H](C)CN(C(=O)CC1CC1)[C@@H](C)CO2	-5.7	-0.1	-10.7	-6.1	-0.7	11.4	0.3	-11.0
CCCCNC(=O)CCNS(=O)(=O)c1ccc(Br)cc1	0.6	nt	-4.7	nt	-11.5	6.3	nt	-2.4
COc1ccc(Cl)cc1NS(=O)(=O)c1cccc(C(=O)N2CC(C)OC(C)C2)c1 (stereo not given)	7.2	-0.1	-1.0	-6.5	-3.7	-0.4	0.2	0.3
CCCC(=O)Nc1ccc2c(c1)C(=O)N(C)[C@@H]1CC[C@@H](CC(=O)NCCc3ccccc3)O[C@H]1CO2	nt	?	nt	2.0	-3.3	1.8	0.0	nt
C/C=C/c1ccc([C@H]2[C@H](CO)N(C(=O)CC)[C@H]2CNC(=O)CC2CC2)cc1	nt	0.1	-6.7	-8.3	1.6	3.9	0.0	nt
Cc1ccc(N=Nc2cc(C)ccc2O)c(C)c1	-4.9	nt	4.9	2.2	86.6*	-110.1	0.0	12.5
C[C@@H]1CN([C@H](C)CO)C(=O)c2cccc(NC(=O)Nc3ccc4c(c3)OCO4)c2O[C@H]1CN(C)C(=O)Nc1ccc(F)cc1	nt	-0.1	5.1	nt	-4.0	7.8	0.2	nt
O=C(NCCc1ccccc1)C1CCCN(S(=O)(=O)c2cnc[nH]2)C1 (stereo not given)	-18.7	nt	3.9	1.6	-1.1	-3.5	-0.2	1.8
CC(C)N(C(=O)[C@H]1CC(CC(=O)NCC23CC4CC(CC(C4)C2)C3)C(=O)N2CCc3c([nH]c4ccccc34)[C@]12C)C(C)C (stereo not given in full)	7.9	-0.3	-1.5	11.6	1.7	-5.0	-0.1	-3.7
CN1CCN(C(=O)C[C@H]2CC[C@@H]3[C@H](COC[C@@H](O)CN3CC3CC3)O2)CC1	-2.1	0.2	4.5	-24.5	-4.8	-1.4	0.3	0.6
S=C(SCc1c(Cl)cccc1Cl)N1CCSCC1	-19.7	0.4	nt	2.3	nt	-16.2	-0.1	2.7
COC(=O)c1ccc(CNC(=O)COC(=O)/C=C/c2ccc(O)c(OC)c2)cc1	-4.5	nt	-0.1	nt	-8.4	12.9	0.1	-2.1
CC1N(C(=O)N2CCOCC2)CCN1S(=O)(=O)c1ccc(Cl)cc1 (stereo not given)	-13.2	0.2	20.2	-3.1	0.7	-0.5	0.0	-4.6
CN(C)c1ccc(S(=O)(=O)NCC(=O)OCC(=O)NC(=O)C2CCCCC2)cc1[N+](=O)[O-]	-8.9	2.0	-9.4	2.9	-0.9	5.5	-0.2	0.8
Following part.
SMILES	RAD52 inh	E-sel inducer	RAD54 branch	FN deposit inh	esBAF inh	EWS-Fli block	XiGFP reactiv	S100A4 MyoIIA
O=C(c1[nH]c(C(F)(F)F)nc1-c1ccccc1)N1CCC2(CC1)C(=O)NCN2c1ccccc1	-16.8	-1.7	-3.8	2.0	3.2	5.1	0.3	2.8
Cc1noc(C)c1NC(=O)Nc1ccc2c(c1)C(=O)N([C@@H](C)CO)C[C@@H](C)[C@@H](CN(C)Cc1ccc3c(c1)OCO3)O2	0.0&-6.2	1.0	-0.8&-7.2	10.0	-6.2&-2.9	4.5&-5.7	0.2&-0.1	-20.9&-4.5
CCC(=O)N(C)C[C@@H]1[C@H](c2ccc(C3=CCCCC3)cc2)[C@H](CO)N1C(=O)CC	nt	0.0	-1.7	-4.9	6.8	2.9	0.4	nt
C[C@H](O)[C@@H]1CN2CCc3c([nH]c4c(-c5ccccc5)cccc34)[C@@H]2C[C@@H]1N(C)C(=O)NC1CCCCC1	35.6	-0.2	nt	5.0	nt	-7.1	0.5	-6.0
O=C(Nc1cc(F)ccc1F)N1C[C@@H]2[C@H](c3ccccc31)[C@H](CO)N2Cc1cccnc1	9.9	0.2	-21.5	nt	-2.7	-7.3	0.6	-2.6
CCn1cc(SCC(N)=O)c2ccccc21	-6.3	nt	-17.4	-3.7	-5.7	3.4	0.1	0.2
CCOc1cc(CNC(C)(C)C)ccc1OCC(=O)Nc1cccc(C(F)(F)F)c1	-4.0	-0.1	nt	-2.4	-87.9	1.0	0.0	-4.7
CC1(C)OC(C(O)(c2ccccc2)c2ccccc2)[C@@H](C(O)(c2ccccc2)c2ccccc2)O1 (stereo not given in full)	-11.7	nt	6.5	-8.6	-6.8	19.0	0.0	-12.6
COc1ccccc1-n1cc(-c2ccc(Br)cc2)[nH]c1=S	-12.9	0.0	-2.8	0.1	2.1	16.4	0.0	-3.3
COc1ccc2c3c([nH]c2c1)[C@H](CO)N(Cc1ccncc1)CC31CCN(C(=O)CN(C)C)CC1	-31.5	0.0	nt	nt	nt	0.6	0.1	-10.1
CCn1c(=O)n(CC)c2cc(N3CCCC3)c(NC(=O)c3cccc(OC)c3)cc21	-22.4	nt	-9.0	-15.0	-2.4	17.1	0.2	-11.5
CC(C)(C)OC(=O)N[C@@H](Cc1ccccc1)C(=O)N[C@@H](CO)[C@H](O)[C@@H]1C[C@@H]1C(=O)NC1CCCCC1	-15.9	-0.2	5.5	-2.1	3.6	-6.1	0.0	3.6
COc1ccc(-c2ccc3c(c2)[C@@H]2[C@@H](CCN2S(=O)(=O)c2ccccc2F)[C@H](CO)N3C)cc1	-1.9	-0.6	3.5	-28.0	-4.1	5.4	0.1	-0.9
O=C(NCCCn1ccnc1)c1ccc2nccnc2c1	-0.8	0.6	14.3	-1.5	nt	nt	0.1	-1.8
C[C@H](CO)N1C[C@H](C)[C@H](CN(C)Cc2ccncc2)Oc2cc(-c3ccccc3)ccc2S1(=O)=O	12.3	0.0	0.6	-15.9	-3.2	5.0	-0.1	-5.1
CC(=O)N1[C@@H]2c3ccc(/C=C/c4ccccc4)c(=O)n3C[C@H]1[C@H](CO)[C@H]2C(=O)NCC1CC1	-6.3	0.9	6.6	nt	-3.0	5.5	0.0	-13.7
CCOc1ccccc1N(CC(=O)NCC1CCCO1)C(=O)CNS(=O)(=O)c1ccccc1 (stereo not given)	-4.8	0.2	nt	1.8	nt	2.9	0.0	2.3
CCCCNC(=O)C1(C)CCN1C(=O)c1ccncc1 (stereo not given)	3.0	nt	8.4	nt	-8.3	5.7	0.5	-1.2
CCS(=O)(=O)N1CCCCN2[C@H](CO)[C@H](c3ccc(C#Cc4ccccn4)cc3)[C@@H]2C1	-8.4	0.0	-7.5	-0.9	2.9	9.5	0.1	6.5
CCOc1ccccc1N1CC(C(=O)NNC(=O)c2cc(OC)c(OC)c(OC)c2)CC1=O (stereo not given)	-11.3	0.0	nt	-2.0	-8.9	-7.2	-0.1	-1.8
C#CCN1c2ccccc2Sc2cccnc21	1.3	0.2	nt	-12.6	-5.6	-13.1	0.1	1.3
C=CCN1C(=O)c2ccc(C(=O)N3CCC(C(=O)OCC)CC3)cc2C1=O	-3.0	nt	-3.2	-0.7	-6.1	-3.9	0.0	5.1
Cc1[nH]nc(-c2cccnc2)c1N=NN(C)C	21.2	1.0	nt	6.2	nt	55.3*	0.1	3.5
O=C(Nc1ccc2c(c1)[C@H]1C[C@@H](CC(=O)N3CCc4ccccc4C3)O[C@@H](CO)[C@H]1O2)c1ccc2c(c1)OCO2	-6.2	0.3	1.6	21.9	10.8	-20.7	0.0	-18.0
Cc1ccc(N2CC(C(=O)Nc3ccc(S(=O)(=O)N4CCOCC4)cc3)CC2=O)cc1 (stereo not given)	-11.3	nt	-7.6	nt	0.3	-14.3	nt	-3.5
C[C@@H]1CN([C@@H](C)CO)C(=O)c2cc(NC(=O)C3CCCCC3)ccc2O[C@@H](C)CCCCO[C@@H]1CN(C)C(=O)c1ccncc1	3.3	0.0	-1.0	nt	1.3	-3.5	-1.1	-13.7
CC(=O)NC(c1cc(Cl)c2cccnc2c1O)C1CC1 (stereo not given)	-5.9	-0.3	14.9	13.8	-10.9	26.2	0.0	-4.4
COCC(=O)Nc1ccc2c(c1)[C@@H]1C[C@@H](CC(=O)NCc3cc(F)ccc3F)O[C@@H](CO)[C@@H]1O2	nt	-0.4	-4.1	-0.8	-0.8	-0.4	-0.1	nt
CC(=O)N[C@@H]1CC[C@@H](CCNC(=O)C2CC2)O[C@H]1CO	-9.4	-0.3	1.6	12.0	1.2	-2.3	-0.4	-22.4
CCOC(=O)c1c(C)nn(-c2ncccc2NC(=O)CCC(=O)O)c1C	-6.7	1.0	-18.2	14.3	nt	-7.4	0.5	-5.4
